GSH bead fluor: GSH bead compound fluorescence profile | GSH beads flow cytometry, compound fluorescence 488/530 nm; active compounds read high | fluorescence (KMESF) at 10 µM | 190,000 compounds, 0.25% hits; in the data active = fluorescence above about 89;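 also: glutathione beads carrying GST-tagged Bcl family fusion proteins plus one bare bead set; values are compound well signal with DMSO vehicle wells as background; inactives centre near 16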
Bim-Bcl-B: inhibitors of Bim-Bcl-B interaction, human | AID 951 | Q9HD36 | 190,000 compounds, 0.073% hits | inhibition, % at 10 µM | bead-based flow cytometry, Bim peptide-Bcl-B binding;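 also: 0% = tracer peptide without compound and 100% = reference inhibitor peptide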
Target sequence (Q9HD36 whole entry, looked up): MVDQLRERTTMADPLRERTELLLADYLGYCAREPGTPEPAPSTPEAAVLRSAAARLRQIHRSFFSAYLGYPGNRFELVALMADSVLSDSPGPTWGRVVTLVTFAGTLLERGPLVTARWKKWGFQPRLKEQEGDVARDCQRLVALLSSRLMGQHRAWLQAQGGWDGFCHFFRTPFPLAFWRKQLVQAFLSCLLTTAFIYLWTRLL
RGS4-Gao reg: human RGS4-Galphao interaction regulation. P09471. Multiplexed bead flow cytometry, RGS4-Galphao binding; actives lie on both sides. binding response (% of control), % at 10 µM. 220,000 compounds, 0.33% hits; in the data active = binding response below about 49% or above about 150%; inactive = in between;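 also: fluorescent Galphao activated with aluminum fluoride binding bead-coupled RGS4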
Target sequence (P09471 whole entry, looked up): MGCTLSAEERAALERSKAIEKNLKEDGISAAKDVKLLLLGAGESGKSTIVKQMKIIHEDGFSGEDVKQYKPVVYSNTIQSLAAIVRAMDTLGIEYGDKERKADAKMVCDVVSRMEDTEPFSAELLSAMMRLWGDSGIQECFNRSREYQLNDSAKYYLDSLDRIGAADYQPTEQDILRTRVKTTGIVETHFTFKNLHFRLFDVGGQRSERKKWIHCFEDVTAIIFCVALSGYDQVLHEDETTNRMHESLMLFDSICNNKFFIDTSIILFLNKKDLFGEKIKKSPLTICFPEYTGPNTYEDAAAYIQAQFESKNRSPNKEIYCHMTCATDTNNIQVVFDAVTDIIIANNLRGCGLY
Bim-Bcl-2: inhibitors of Bim-Bcl-2 interaction, human. P10415. inhibition, % at 10 µM. 190,000 compounds, 0.06% hits. Bead-based flow cytometry, Bim peptide-Bcl-2 binding; in the data active = inhibition above about 40%; inconclusive = no clear call, values can overlap the other calls;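 also: 0% = no compound wells with probe peptide and 100% = reference peptide inhibitor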
Target sequence (P10415 whole entry, looked up): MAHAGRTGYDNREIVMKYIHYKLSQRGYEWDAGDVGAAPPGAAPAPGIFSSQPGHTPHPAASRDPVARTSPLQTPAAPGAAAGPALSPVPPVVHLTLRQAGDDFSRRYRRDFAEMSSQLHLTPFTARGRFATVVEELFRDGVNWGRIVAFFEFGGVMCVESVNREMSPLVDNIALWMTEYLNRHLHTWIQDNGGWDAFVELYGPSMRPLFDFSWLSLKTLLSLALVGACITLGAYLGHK
Bim-Bcl-XL: inhibitors of Bim-Bcl-XL interaction, human. Bim peptide-Bcl-XL binding, bead flow cytometry, fluorescence. inhibition, % at 10 µM. 190,000 compounds, 0.04% hits
Mcl1 Bid PPI: disrupts binding of human Mcl-1 to Bid peptide; TR-FRET Mcl-1/Bid-Dy647 peptide binding, 1536-well; inhibition, % at 21.7 µM; 220,000 compounds, 0.97% hits; AID 1021;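 active = compounds that cut the binding signal by more than half at the single screening dose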;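 also: His-tagged Mcl-1 with europium anti-His antibody binding Bid BH3 peptide; 0% = Mcl-1 plus peptide wells and 100% = peptide-only wells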
Bcl-W Bim block: human Bim-Bcl-W interaction inhibition; Q92843; bead-based flow cytometry, Bim peptide-Bcl-W binding; inhibition, % at 10 µM; 190,000 compounds, 0.02% hits; AID 952;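 also: 0% = bound tracer without compound and 100% = peptide blocker; higher means less fluorescent Bim peptide bound to Bcl-W beads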
Target sequence (Q92843 whole entry, looked up): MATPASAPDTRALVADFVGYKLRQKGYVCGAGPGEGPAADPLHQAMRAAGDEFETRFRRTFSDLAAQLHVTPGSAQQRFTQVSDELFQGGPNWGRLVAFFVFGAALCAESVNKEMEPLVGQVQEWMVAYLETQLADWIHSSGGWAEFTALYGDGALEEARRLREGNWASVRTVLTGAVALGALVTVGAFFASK
Bim-Bfl-1: human Bim-Bfl-1 interaction inhibition. Q16548. Bead-based flow cytometry, Bim-Bfl-1 binding inhibition. inhibition, % at 10 µM. 190,000 compounds, 0.12% hits. AID 1008;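 also: 0% = wells without compound plus tracer and 100% = blocker peptide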
RGS8-Gao reg: human RGS8-Galphao interaction regulation | P09471 | multiplexed bead flow cytometry, RGS8-Galphao binding; actives lie on both sides | response (percent of control binding), % at 10 µM | 220,000 compounds, 0.34% hits; in the data active = response below about 60% or above about 140%; inactive = in between;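 also: Galphao activated as the GDP aluminium fluoride complex binding bead-coupled RGS8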
Bim-Mcl-1: inhibitors of Bim-Mcl-1 interaction, human; Q07820; Bead-based flow cytometry, Bim peptide-Mcl-1 binding; inhibition, % at 10 µM; 190,000 compounds, 0.1% hits;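 also: 0% = no compound tracer wells and 100% = peptide blocker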
RGS7-Gao: human RGS7-Galphao interaction regulation; 220,000 compounds, 0.35% hits; AID 1439; binding response (% of control), % at 10 µM; P09471; Multiplexed bead flow cytometry, RGS7-Galphao binding; actives lie on both sides; in the data active = binding response below about 49% or above about 150%; inconclusive = no clear call, values can overlap the other calls; inactive = in between;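 also: fluorescent Galphao held in activated GDP-AlF4 state binding bead-coupled RGS7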
An asterisk follows results filed as active; u = inconclusive. Rule as the data show it, unless noted: active = inhibition above about 40%.

no.	Compound	RGS4-Gao reg	Bim-Bfl-1	Bim-Bcl-B	Mcl1 Bid PPI	Bim-Bcl-XL	Bim-Bcl-2	GSH bead fluor	RGS8-Gao reg	RGS7-Gao	Bim-Mcl-1	Bcl-W Bim block
1	CCC1(CC)C(=O)N=C2c3ccccc3C(=O)N21	88	-1	-3	-27	-1	-5	7	100	97	-4	-1
2	COc1cccc(NC(=O)CN2C(=O)C(c3ccc(C)cc3)=NC23CCCCCC3)c1	99	11	3	10	7	4	10	96	98	6	2
3	CCCn1c(N)c(N(CCOC)C(=O)/C=C/c2ccc(C(=O)OC)cc2)c(=O)[nH]c1=O	105	-1	-4	-6	3	2	10	103	102	-1	1
4	Cc1c(NC(=S)N/N=C/c2ccc(O)cc2)c(=O)n(-c2ccccc2)n1C	94	-8	-7	-51	1	-1	7	97	102	0	1
5	Cc1ccc2c(c1)N(CC(=O)N1CCN(c3nc4ccccc4s3)CC1)C(=O)C(C)O2 (configuration not stated)	107	-1	-3	-2	-2	-2	16	102	101	-3	-1
6	C=CCN1C(=O)/C(=C2/Sc3ccccc3N2C)SC1=Nc1c(C)n[nH]c1C	104	10	-1	-42	0	7	27	100	103	0	1
7	CN1N=C(C(=O)N2CCc3c([nH]c4ccccc34)C2c2ccccc2Cl)CCC1=O (configuration not stated)	94	-4	-11	-26	-4	-4	14	99	90	-4	-3
8	COc1cc(NC(=O)c2ccc(Cl)cc2)c(OC)cc1Cl	103	-3	-5	6	-1	-5	56	98	108	-5	1
9	COCCCNCCCCOc1ccc(OCc2ccccc2)cc1	103	-1	1	1	0	5	26	102	103	1	5
10	CN1CCN(CCC(=O)Nc2ccc3c(c2)OCO3)CC1	105	-1	-4	-25	-4	0	14	105	103	-2	-2
11	COc1ccc(C(=O)Nc2c(Cl)cc(Cl)cc2C(=O)N2CCOCC2)cc1	98	-1	10	-23	-1	4	9	98	91	37	-5
12	Cc1noc(C)c1S(=O)(=O)Nc1ccc(C(=O)N2CCN(c3cccc(Cl)c3)CC2)cc1	101	-10	-7	-4	-8	-5	33	102	98	-1	1
13	C/C(CC(=O)Nc1cc(C)ccn1)=N\NC(=O)c1ccc(C)cc1	99	-6	-3	-29	-4	-2	13	99	99	-2	-2
14	CC(=O)C1=C(O)C(=O)N(CCC(=O)O)C1c1ccc(Cl)cc1Cl (configuration not stated)	115	0	-3	-48	1	0	13	103	112	0	0
15	COc1ccc2nc(SCC(=O)NN)cc(C)c2c1	106	-3	-1	-16	-2	0	15	99	102	0	-3
16	CCOC(=O)C1(Cc2ccccc2)CCCN(Cc2ccc(OCC)c(CO)c2)C1 (configuration not stated)	100	-7	-2	-10	-4	0	17	99	99	-1	-1
17	O=C(c1ccccc1Cl)N1CCC(c2nc3c(nnn3Cc3ccco3)c(=O)[nH]2)CC1	106	-11	-6	-18	-3	-4	18	98	102	1	0
18	CCCc1cc(=O)n2[nH]c(-c3ccco3)nc2n1	105	1	0	-11	-1	2	9	96	95	0	-1
19	CCOC(=O)c1ccc2c(c1)nc(SCC(=O)NC(C)C)n2CC	103	-16	-11	-32	-7	-10	27	102	101	-3	-3
20	CCN(CC)C(=O)COc1ccc2c(c1)C(=O)CC(C)(C)O2	100	-3	-1	-24	-3	0	10	100	102	-1	-1
21	Cn1c(CN2CCCC2)nc2cc(NC(=O)Nc3ccccc3)ccc21	100	-3	-5	-36	-4	-9	13	100	97	0	0
22	COc1ccc(CCNC(=O)c2c(C)noc2C)cc1	99	-4	-2	-3	-2	-2	17	102	95	0	-2
23	CCCCCCCCc1nc(SC(C)C(=O)O)n[nH]1 (configuration not stated)	103	-6	-8	4	-4	-6	15	104	101	0	0
24	COC(=O)N1CC(c2ccccc2)CC1=O (configuration not stated)	113	-14	-7	-8	2	-11	32	108	105	-4	0
25	COC(=O)c1ccccc1NS(=O)(=O)c1ccc2[nH]c(=O)[nH]c2c1	103	4	0	-28	-4	0	9	109	105	-4	-1

Continuation:
no.	Compound	RGS4-Gao reg	Bim-Bfl-1	Bim-Bcl-B	Mcl1 Bid PPI	Bim-Bcl-XL	Bim-Bcl-2	GSH bead fluor	RGS8-Gao reg	RGS7-Gao	Bim-Mcl-1	Bcl-W Bim block
26	CCOc1ccccc1NC(=O)/C(C#N)=C/c1c(C)nn(-c2ccc(F)cc2)c1Cl	101	0	-5	0	-6	0	5	104	101	-5	-4
27	c1ccc2sc(N3CCN(Cc4nnnn4CC4CCCO4)CC3)nc2c1 (configuration not stated)	99	-7	-7	11	-5	-11	20	97	101	-5	-7
28	COc1ccc(CCNC(=O)C(=O)N2CCCCC2)cc1OC	102	1	-2	-2	0	2	32	103	102	-1	-2
29	CCOP(=O)(OCC)C(NC(=O)Nc1ccc(Cl)cc1)C(=O)N(CC)CC (configuration not stated)	102	-15	-7	1	-5	-6	19	102	106	-3	-3
30	O=C(NCC(=O)N(Cc1ccco1)C(C(=O)NC1CCCCC1)c1cccnc1)c1cccs1 (configuration not stated)	105	-14	-8	-8	4	-9	36	102	101	-1	0
31	CC(C)CC(NC(=O)c1ccc(Cl)cc1)C(=O)O (configuration not stated)	100	-14	-12	2	-4	-16	44	97	97	-4	-1
32	CCOc1cc(C)cc2oc(=O)cc(-c3ccccc3)c12	105	-11	-10	7	-5	-10	31	100	98	-2	-5
33	c1ccc(CSc2nnnn2-c2cccc3ccccc23)nc1	105	-11	-10	-14	-6	-7	23	107	95	-3	-2
34	COc1ccccc1N1CCN(C/C(O)=C(\C#N)c2nc(-c3ccccc3)cs2)CC1	101	-5	-7	-51	-11	-9	40	103	103	-1	-2
35	CC(C)CC1CC(=O)OC1(C)C(=O)CSc1nc2ccccc2s1 (configuration not stated)	100	-4	-3	26	-1	0	64	98	103	-1	1
36	O=C1C(=O)N(CCN2CCOCC2)C(c2ccccn2)/C1=C(/O)c1ccccc1 (configuration not stated)	108	-15	-6	-25	-3	-10	15	111	105	-3	2
37	COc1ccc(C(=O)N2CCOC23CCN(c2ncccn2)CC3)cc1	99	-2	-1	-5	0	0	14	100	104	-1	0
38	Cc1cccc(-n2[nH]c3c4c(ccc3c2=O)C(=O)c2ccccc2C4=O)c1	101	-7	-10	-9	-10	-7	11	100	101	-5	-5
39	c1ccc2c(c1)nc1n2CCS1	101	-6	-2	-29	-1	-2	57	97	98	0	0
40	O=C(CCN1C(=O)COc2ccccc21)NCCCN1CCN(c2ccccc2F)CC1	101	-8	-5	-23	-1	-4	24	101	97	0	-1
41	NC(=O)C1(N2CCCCC2)CCN(C(=O)NC23CC4CC(CC(C4)C2)C3)CC1	102	-2	-2	4	0	-4	5	98	100	1	-5
42	COc1ccc(C2=NOC(C(=O)NCCCn3ccnc3)C2)cc1 (configuration not stated)	104	-14	-6	-17	-7	-8	35	102	106	0	0
43	CCOC(=O)CCSCC(=O)Nc1cc(C)on1	101	-5	-2	-34	-3	-1	17	102	103	-1	-4
44	CCN(CC)S(=O)(=O)c1cc(C(=O)Nc2cccnc2)ccc1Cl	105	-1	-1	3	-5	2	39	94	104	-6	-2
45	Cc1nn(Cc2ccccc2)c(C)c1NC(=O)c1cccs1	91	2	-2	-2	0	-1	20	93	95	-1	3
46	Cc1cccc(OCc2nc(C)cc(=O)[nH]2)c1	97	-18	-9	9	-7	-13	37	100	101	-6	-4
47	CCc1ccc2oc(-c3ccc(OC)cc3)cc(=Nc3c(C)n(C)n(-c4ccccc4)c3=O)c2c1	100	-6	-5	-1	-5	-2	11	101	104	0	-1
48	COc1ccc(Cn2c(CCC(=O)Nc3ccccc3OC)nc3cccnc32)cc1	76	-1	-5	-8	0	-1	64	88	94	-1	-2
49	Fc1ccc(Cn2ccc(-c3cnc(-c4ccccc4)s3)n2)cc1	105	-8	-11	5	0	-11	11	108	97	0	0
50	COc1ccc(C(=O)Nc2ccc(C(=O)OCC(=O)c3ccccc3)cc2)cc1	97	-5	-1	11	-2	-3	22	103	99	-5	-4

Results in Bim-Bcl-2 and RGS7-Gao, for some of the entries so far:
# | canonical_smiles | Bim-Bcl-2 | RGS7-Gao
43 | CCOC(=O)CCSCC(=O)Nc1cc(C)on1 | -1 | 103
44 | CCN(CC)S(=O)(=O)c1cc(C(=O)Nc2cccnc2)ccc1Cl | 2 | 104

Remaining list, next part.
no.	Compound	RGS4-Gao reg	Bim-Bfl-1	Bim-Bcl-B	Mcl1 Bid PPI	Bim-Bcl-XL	Bim-Bcl-2	GSH bead fluor	RGS8-Gao reg	RGS7-Gao	Bim-Mcl-1	Bcl-W Bim block
51	COc1cc(CNc2ccc(C)c(C)c2)cc(OC)c1OC	101	-8	-5	35	-5	-6	9	102	103	-3	5
52	CCCCNC(=S)NNC(=O)c1ccncc1	101	4	-2	-49	-2	-3	10	102	u	-3	-3
53	C[C@H](CO)NC(=O)[C@H](C)[C@@H]1C[C@@]1(C)[C@@H](NC(=O)OCc1ccccc1)c1ccccc1	102	-1	-3	0	-1	0	18	105	100	1	0
54	CN(CC(O)Cn1cnc2c1c(=O)n(C)c(=O)n2C)c1ccccc1 (configuration not stated)	104	-7	-7	-68	-3	-3	25	106	100	-2	-2
55	CCNC(=O)COC(=O)CNC(=O)c1cc(Cl)cc([N+](=O)[O-])c1	103	0	-2	-19	-5	-2	7	104	101	-2	-2
56	COc1ccc(/C=C/C(=O)Nc2cccnc2)cc1OC	103	-3	-3	-20	0	0	13	101	u	1	-1
57	CC(C)CC(=O)NCCCN1CCN(CCCNC(=O)CC(C)C)CC1	100	2	1	-6	-3	1	14	98	99	0	-2
58	Cc1ccc(C)c(N2CCN(C(=O)c3cc4sccc4n3C)CC2)c1	94	-1	-3	-19	-3	-1	25	99	95	0	-2
59	O=C(Nc1ccc(C(=O)O)cc1)/C(=C\c1ccc2c(c1)OCO2)NC(=O)c1ccc(Br)cc1	98	-3	-2	-17	1	-1	25	97	100	0	0
60	Cc1cccc(NC(=S)N(Cc2ccc(Cl)cc2)Cc2ccc(C(=O)O)cc2)c1	90	-4	-9	-9	-4	-4	17	96	85	-3	-3
61	Cc1ccccc1CSc1nnc(-c2ccccn2)n1N	94	3	4	-6	8	5	24	101	103	5	8
62	O=c1cc(-c2ccccc2)nc(SCc2ccccc2)[nH]1	100	-17	-13	27	1	-14	30	100	97	-3	-1
63	COC(=O)c1cn(Cc2ccccn2)c(=O)c2ccccc12	97	-4	-1	-11	-1	1	15	101	u	0	-1
64	CCC(C)(C)NC(=O)c1cc(C(=O)OC)cc([N+](=O)[O-])c1	97	-11	-8	-7	-1	-8	30	99	100	0	0
65	CN(c1ccccc1C(=O)Nc1cccnc1)S(C)(=O)=O	101	-9	-6	-37	-3	-7	43	106	109	-2	3
66	O=C(Nc1ccccc1)c1ccc(S(=O)(=O)NCc2ccco2)cc1	100	-13	-7	-32	-4	-7	29	98	99	-3	1
67	Cc1ccc(C(=O)N/N=C/C=C/c2ccccc2)cc1	101	-4	2	-10	3	2	20	103	101	0	0
68	CC(C)(C)N(C=C(Cl)Cl)C(=O)NC1CCCCC1	99	0	0	-27	0	2	7	100	105	0	-1
69	Cc1cc(N2C(=O)C3C4CCC(C4)C3C2=O)no1 (configuration not stated)	97	-6	-6	-1	-2	-5	22	104	99	-1	0
70	CN1CCN(C2=CC3=CC(=C(C#N)C#N)CCC3CC2)CC1 (configuration not stated)	106	-6	-4	-17	-1	-6	16	103	108	1	0
71	CCc1ccc(OCC(=O)NC(NC(=S)Nc2ccccc2OC)C(Cl)(Cl)Cl)cc1 (configuration not stated)	100	-1	-6	-11	-5	-4	11	100	95	-12	-7
